Bioassay records as filed in PubChem BioAssay.
TRPC4 PAM: allosterically enhances the mouse TRPC4 cation channel; Q9QUQ5; HEK293 TRPC4beta/mu-opioid, DAMGO EC20, Fluo-4 Ca2+ flux; stronger effect = higher value; B-score at 10 µM; hit rate 0.42% among 310,000; AID 2227;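 active = B-score of calcium response area above 5 SD of library B-scores, with initial fluorescence ratio within 5 SD of library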;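 also: B-score of integrated fluorescence ratio over time as area under calcium response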
MrgX1 antagonist: antagonists of human MrgX1 receptor; Q96LB2; AID 588676; MRGX1-HEK293 calcium flux, Fluo-4, BAM8-22 antagonism; stronger effect = lower value; hit rate 1.3% among 310,000; B-score at 10 µM;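 active = calcium-response B-score plate-corrected more than 3 library SD below zero, starting fluorescence within 5 deviations, no agonist response on first addition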;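 also: peak minus trough fluorescence over baseline after final BAM8-22 challenge near maximal dose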
TRPC6 inh: blocks the mouse TRPC6 cation channel | hit rate 1.1% among 310,000 | B-score at 10 µM | HEK293-TRPC6, membrane potential dye, ACh-evoked depolarization; stronger effect = lower value;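 active = B-score under library mean minus 3 SD, initial fluorescence not abnormally high, positive integrated signal ratio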;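 also: B-score derived from integrated fluorescence ratio over the kinetic read; more negative B-score means stronger inhibition of depolarization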
Target sequence (Q61143 whole entry, looked up): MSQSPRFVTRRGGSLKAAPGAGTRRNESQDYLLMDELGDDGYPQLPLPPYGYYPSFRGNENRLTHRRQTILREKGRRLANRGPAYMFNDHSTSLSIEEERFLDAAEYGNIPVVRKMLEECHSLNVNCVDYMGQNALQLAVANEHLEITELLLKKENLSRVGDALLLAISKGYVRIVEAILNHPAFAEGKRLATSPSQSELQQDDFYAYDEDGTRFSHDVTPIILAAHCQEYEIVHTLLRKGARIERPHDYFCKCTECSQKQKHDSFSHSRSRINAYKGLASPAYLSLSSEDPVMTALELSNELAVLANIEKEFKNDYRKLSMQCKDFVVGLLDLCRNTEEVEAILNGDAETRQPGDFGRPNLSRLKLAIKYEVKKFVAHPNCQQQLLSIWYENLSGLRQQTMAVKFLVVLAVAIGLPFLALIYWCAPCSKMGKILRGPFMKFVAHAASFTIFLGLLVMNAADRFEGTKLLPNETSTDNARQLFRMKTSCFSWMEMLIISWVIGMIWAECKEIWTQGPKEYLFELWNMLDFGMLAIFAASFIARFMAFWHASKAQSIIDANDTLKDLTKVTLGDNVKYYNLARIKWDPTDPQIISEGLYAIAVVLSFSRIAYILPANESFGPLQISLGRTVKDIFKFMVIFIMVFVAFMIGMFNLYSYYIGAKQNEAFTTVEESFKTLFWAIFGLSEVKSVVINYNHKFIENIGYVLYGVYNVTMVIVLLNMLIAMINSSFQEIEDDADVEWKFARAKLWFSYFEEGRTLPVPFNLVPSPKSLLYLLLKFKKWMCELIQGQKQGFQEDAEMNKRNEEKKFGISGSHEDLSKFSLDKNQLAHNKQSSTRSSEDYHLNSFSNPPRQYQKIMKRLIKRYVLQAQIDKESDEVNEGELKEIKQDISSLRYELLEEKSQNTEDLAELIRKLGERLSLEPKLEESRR
IEC-6 tox: IEC-6 cytotoxicity, counter-screen for KLF5 inhibitors; inhibition, % at 5 µM; hit rate 0.78% among 290,000; luminescence viability; in the data active = inhibition above about 22%;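 also: 0% = plate median of test compound wells and 100% = cytotoxic reference compound wells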
TRPC6 activator: activates the mouse TRPC6 cation channel; B-score at 10 µM; hit rate 0.13% among 310,000; HEK293-TRPC6 membrane potential dye fluorescence; stronger effect = higher value; AID 2550;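 active = B-score of the integrated fluorescence ratio above library mean plus 3 SD, and starting fluorescence ratio within library mean plus 5 SD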;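 also: higher score means more depolarization so channel activation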
SKKanGAS inh: inhibitors of SKKanGAS S. pyogenes growth in kanamycin (SK-promoter or general growth effect). hit rate 1.3% among 300,000. inhibition, % at 7.5 µM. BacTiter-Glo, 6 h;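 active = mean replicate score, as percent of positive control median, at least 50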;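 also: strain carries kanamycin resistance gene driven by streptokinase promoter and grows in 40 µg/ml kanamycin; loss of luminescence reflects streptokinase promoter inhibition or plain growth inhibition; 0% = median of DMSO wells and 100% = positive control at its reference dose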
aSyn UTR inh: 5' untranslated region of α-synuclein, MLPCN primary screen | alpha-synuclein 5'UTR reporter, inhibitor activity | inhibition, % (tested at 7.5 µM) | hit rate 0.82% among 300,000 | AID 1813; in the data active = inhibition above about 60%;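 also: H4 neuroglioblastoma cells stably carrying SNCA 5'UTR luciferase fusion; 0% = DMSO wells and 100% = positive control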
TRPC4 inh: inhibitors of mouse TRPC4 channel; hit rate 0.39% among 300,000; B-score at 10 µM; Q9QUQ5; AID 2247; HEK293 TRPC4beta/mu-opioid, DAMGO-evoked Fluo4 calcium flux; stronger effect = lower value;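 active = B-score over 3 SD under the library average, no early fluorescence shift, positive overall ratio signal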
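Assay system: HEK293 cells with stable TRPC4beta plus mu-opioid receptor expression; Probe or stimulus: DAMGO in two steps, submaximal then maximal; Dosing: single-point compound dosing; Measured by: Fluo4 calcium-dye fluorescence, kinetic read; Read-out basis: B score from integrated Fluo4 fluorescence ratio.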
KLF5 inhibitor: kruppel-like factor 5 inhibition; hit rate 0.23% among 290,000; AID 1700; DLD-1 KLF5 promoter-luciferase reporter, luminescence; inhibition, % at 5 µM;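 active = inhibition above a per-plate limit of that plate's mean compound inhibition plus 3 SD, cut at about 60% in these data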;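 also: 0% = DMSO wells and 100% = LY294002 at 200 µM; higher means less KLF5 promoter-driven luciferase light; inactives centre near -14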
HIF activator: HIF pathway transcriptional activation; U2OS HRE-luciferase reporter, luminescence; normalized: DMSO 0%, desferrioxamine 100%; activation, % at 7.5 µM (by protocol); hit rate 0.32% among 300,000; AID 1910;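 active = mean activation of at least 10% of the iron chelator positive control signal, with at least half of replicates also reaching 10%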
TRPC4 act: activators of mouse TRPC4 channel | Q9QUQ5 | HEK293 TRPC4beta/mu-opioid, Fluo4 calcium fluorescence; stronger effect = higher value | B-score at 10 µM | hit rate 0.49% among 310,000;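 active = B-score above 5 SD of library B-scores, and initial fluorescence ratio not above library mean plus 5 SD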;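 also: positive B-score marks a calcium rise read as TRPC4 activation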
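Test system: HEK293 cells stably co-expressing mouse TRPC4beta and mu-opioid receptor | Schedule: Fluo4 dye loading 45 min at room temperature, 110 s recording | Measured by: Kinetic Fluo4 calcium fluorescence, 5 s baseline at 1 Hz | Evaluation: B score of integrated ratio | Controls: Buffer (low) and maximal DAMGO (high)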
The depositor's hits bear a star; i = inactive; nt = no result given.

Order of results: TRPC4 PAM | MrgX1 antagonist | TRPC6 inh | IEC-6 tox | TRPC6 activator | SKKanGAS inh | aSyn UTR inh | TRPC4 inh | KLF5 inhibitor | HIF activator | TRPC4 act
O=C(NC(=Nc1ccccc1)N1CCOCC1)Nc1ccccc1
 : i | i | i | 0 | i | -8 | -36 | i | -12 | 0.4 | i
Cc1cc(C)nc(NC(N)=NC(C)c2ccccc2)n1 (stereo not drawn)
 : i | i | i | 10 | i | 2 | 3 | i | 17 | -0.1 | i
CCNC(=S)NNC(=O)c1cc(-c2ccccc2C)nc2ccccc12
 : i | i | i | 1 | i | -11 | -21 | i | -4 | -0.2 | i
C[C@H]1[C@H](c2ccccc2)C[C@@H](C(=O)O)C1(C)C
 : i | i | i | nt | i | 2 | 4 | i | nt | -0.2 | i
CCCCCCCCN1[C@@H](CC(=O)O)c2cc(F)ccc2S1(=O)=O
 : i | i | i | nt | i | -5 | 10 | i | nt | 0.5 | i
Cc1ccc(-c2ocnc2C(=O)Nc2ccccc2C(=O)N2CCCC2)cc1
 : i | i | i | 1 | i | -1 | -13 | i | -6 | -0.2 | i
CCOc1ccc(S(=O)(=O)Nc2nc3ccccc3nc2Cl)cc1
 : i | i | i | 2 | i | 9 | -16 | i | -19 | -1.2 | i
Cc1cc(C)c(OCC(=O)NCC(C)(C)N2CCOCC2)c(C)c1
 : i | i | i | nt | i | 2 | 3 | i | nt | -1.5 | i
CCc1cc2ccc(C)c(C)c2nc1SCC(=O)NNC(=O)c1ccco1
 : i | i | i | -4 | i | 1 | 5 | i | 4 | -1.8 | i
O=C(CSc1nnc(-c2ccccc2)o1)N1CCOCC1
 : i | i | i | -5 | i | 2 | -50 | i | -21 | 1.8 | i
Cc1ccc(OCC(=O)N/N=C2\CCOc3c(C)cccc32)cc1
 : i | i | i | -1 | i | -8 | 6 | i | -19 | -0.3 | i
O=C(Nc1nc(-c2ccncc2)cs1)C1c2ccccc2Oc2ccccc21
 : i | i | i | 1 | i | 11 | 3 | i | -4 | 1.3 | i
CC(NC(=O)Cc1ccc(S(=O)(=O)N2CCOCC2)s1)c1ccc(Cl)c(Cl)c1 (stereo not drawn)
 : i | i | i | nt | i | 3 | 1 | i | nt | 1.8 | i
COc1cccc(C(=O)Nc2nnc(-c3ccccc3)s2)c1
 : i | i | i | 0 | i | -1 | -224 | i | -142 | 4.7 | i
CCOC(=O)c1nn(-c2ccccc2F)c(-c2ccccc2)c1C(=O)c1ccccc1
 : i | i | i | -8 | i | -8 | 5 | i | -4 | 0.5 | i
Nc1ccc(S(=O)(=O)N2CCc3ccccc32)cc1
 : i | i | i | 6 | i | -1 | -7 | i | -38 | 0.5 | i
COC(=O)CCC(=O)c1oc2ccccc2c1NC(=O)CCCN1C(=O)c2ccccc2C1=O
 : i | i | i | -2 | i | -4 | -12 | i | 11 | 0.7 | i
CC1CC(C)CN(C(=O)c2cc3cc(Br)cc(Br)c3o2)C1 (stereo not drawn)
 : i | i | i | -12 | i | 43 | -121 | i | -51 | 2.3 | i
C/C(=N\NC(=O)c1cccnc1)c1cccc([N+](=O)[O-])c1
 : i | i | i | -9 | i | 2 | -9 | i | -39 | -0.6 | i
Cc1ccc2nc(SCC(=O)NCc3ccco3)[nH]c2c1
 : i | i | i | 1 | i | 1 | -40 | i | -5 | 0.5 | i
COc1ccc(CC(=O)N/N=C/c2ccc(-c3ccc(F)cc3)o2)cc1OC
 : i | i | i | 10 | i | 1 | 33 | i | 1 | 0.1 | i
CCN(CC)CCCNC(=O)c1ccc(Cl)c(S(=O)(=O)Nc2ccccc2OC)c1
 : i | i | i | 3 | i | -1 | 25 | i | -7 | 0.9 | i
COc1ccc(CN(C)C(C)C(=O)Nc2ccc(S(=O)(=O)N3CCOCC3)cc2)c(OC)c1 (stereo not drawn)
 : i | i | i | 8 | i | -3 | 13 | i | -9 | -0.4 | i
O=C(NC1CC1)c1cc(F)c(F)cc1Cl
 : i | i | i | -8 | i | 2 | 18 | i | -18 | -0.2 | i
O=S(=O)(NC1CCCCC1)c1cccc2nsnc12
 : i | i | i | -5 | i | -3 | 2 | i | -2 | 2.0 | i
CCN(CC)S(=O)(=O)N1CCC(C(=O)NCc2ccc(C)cc2)CC1
 : i | i | i | 0 | i | 0 | 11 | i | -13 | -0.3 | i
COc1ccc(/C=N/NC(=S)Nc2ccccc2)cc1COc1ccccc1F
 : i | i | i | -4 | i | -2 | 2 | i | -4 | 0.5 | i
CCCCC(O)(CCCC)C(=O)NN(C(=O)OCC)c1ccccc1
 : i | i | i | 6 | i | 5 | -10 | i | -37 | 0.0 | i
Nc1c(C(=O)Nc2ccccc2)c2nc3ccccc3nc2n1CCCN1CCOCC1
 : i | i | i | -6 | i | 15 | -26 | i | -25 | -0.1 | i
NC(=O)C1CCN(c2ncnc3c(-c4ccccc4)nsc23)CC1
 : i | i | i | -1 | i | 5 | -112 | i | -19 | 4.4 | i
c1ccc(-c2cc3c(N4CCOCC4)ncnc3s2)cc1
 : i | i | i | -1 | i | 35 | 24 | i | -11 | -0.2 | i
CCn1c(=O)c2cc(C(=O)NCCN3CCOCC3)sc2c2ccccc21
 : i | i | i | 7 | i | -5 | 6 | i | -29 | 0.4 | i
O=C(COC(=O)C(Cc1ccccc1)NC(=O)c1ccccc1)c1ccccc1 (stereo not drawn)
 : i | i | i | -2 | i | -5 | -11 | i | 5 | -0.3 | i
COc1ccc(CC(=O)NNc2ncnc3c2cnn3-c2ccccc2)cc1
 : i | i | i | 0 | i | -4 | -11 | i | -5 | -0.8 | i
C#CCn1c(=NC(=O)c2ccc(S(=O)(=O)N3CCc4ccccc4C3)cc2)sc2cc(S(N)(=O)=O)ccc21
 : i | i | i | 0 | i | 9 | 11 | i | 19 | -26 | i
COc1ccccc1NS(=O)(=O)c1cc(NC(=O)c2ccc3ccccc3n2)ccc1Cl
 : i | i | i | 6 | i | 3 | 6 | i | -30 | 0.0 | i
Cc1ccccc1C(OCC(O)CN1CCC(C(N)=O)CC1)c1ccccc1 (stereo not drawn)
 : i | i | i | -4 | i | -4 | 7 | i | -14 | 0.7 | i
COc1ccc(CN(C(=O)c2nsc(Cl)c2Cl)C(C(=O)NC2CCCC2)c2ccc(C)cc2)cc1 (stereo not drawn)
 : i | i | i | -12 | i | -8 | 6 | i | -14 | -0.7 | i
COc1cccc(NC(=O)Nc2nc(-c3ccc(OC)c(OC)c3)cs2)c1
 : i | -7* | i | 24* | i | 33 | 41 | i | 37 | 0.3 | i
Cc1ccc(C(=O)OC2CCS(=O)(=O)c3sccc32)cc1 (stereo not drawn)
 : i | i | i | -2 | i | 1 | 7 | i | -23 | 3.9 | i
Nc1c(Cl)cc(Cl)cc1C(=O)OCC(=O)N1CCCC1=O
 : i | i | i | nt | i | -1 | -11 | i | nt | -0.6 | i
Cc1ccc(CNC(=O)CCCCCNc2nc(=S)[nH]c3ccccc23)cc1
 : i | i | i | -2 | i | 4 | 18 | i | -15 | -0.1 | i
O=c1nc(Nc2ccc(Br)cc2)sc2ccc([N+](=O)[O-])cc12
 : i | i | i | 2 | i | 0 | -27 | i | -42 | 0.9 | i
O=C(Nc1nnc(Cc2ccc([N+](=O)[O-])cc2)s1)Nc1ccccc1F
 : i | i | i | 1 | i | -13 | 26 | i | -33 | -0.4 | i
CCOc1ccccc1C(=O)NCC(=O)NCCCSc1ccccc1
 : i | i | i | -3 | i | -13 | -3 | i | -4 | -0.3 | i
CS(=O)(=O)c1ccc2nc(NC(=O)C3CCCO3)sc2c1 (stereo not drawn)
 : i | i | i | 1 | i | -3 | 6 | i | -51 | 0.8 | i
O=C(CSc1nc2ccccc2[nH]1)N1CCN(c2ccccc2)CC1
 : i | i | i | 0 | i | -9 | -3 | i | 4 | 0.5 | i
CCC(C)(C)NC(=O)Cc1ccc(OC)c(OC)c1
 : i | i | i | -1 | i | 7 | -15 | i | -13 | -0.1 | i
Cc1cccc(NC(=O)C(C)SCc2ccccc2)c1 (stereo not drawn)
 : i | i | i | 1 | i | 1 | -24 | i | -20 | 0.4 | i
CCOC(=O)C1CCCN(S(=O)(=O)c2cc3c4c(c2)CCN4C(=O)CC3)C1 (stereo not drawn)
 : i | -4.8* | i | nt | i | 1 | 7 | i | nt | -1.3 | i

(more compounds)
Order of results: TRPC4 PAM | MrgX1 antagonist | TRPC6 inh | IEC-6 tox | TRPC6 activator | SKKanGAS inh | aSyn UTR inh | TRPC4 inh | KLF5 inhibitor | HIF activator | TRPC4 act
COc1ccc(-c2cc(C(=O)Nc3ccc(S(=O)(=O)Nc4onc(C)c4C)cc3)c3ccccc3n2)cc1OC
 : i | i | i | -4 | i | 33 | 6 | i | -34 | -0.1 | i
COc1ccc(NC(=O)c2ccco2)c2ccccc12
 : i | i | i | -5 | i | -1 | 18 | i | -37 | -2.9 | i
COc1ccc(-c2c(C)n([O-])c3c([n+]2=O)CCCCC3)cc1
 : i | i | i | 10 | i | 6 | 13 | i | 13 | 0.1 | i
COc1ccc(-c2cc(C(F)(F)F)nc(SCC(=O)Nc3sc4c(c3C#N)CCC4)n2)cc1
 : i | i | i | 2 | i | 7 | 32 | i | 14 | -0.4 | i
COc1ccc(CCNC(=O)CCS(=O)(=O)c2ccc(Br)cc2)cc1OC
 : i | i | i | 0 | i | -9 | -15 | i | 0 | -0.6 | i
CC(C)OC(=O)c1cc(Cl)c(=O)n(Cc2ccc(Cl)cc2Cl)c1
 : i | i | i | 0 | i | 13 | 13 | i | -1 | -0.1 | i
O=C(/C(=C/O)N=Nc1ccc(Cl)cc1)c1ccncc1
 : i | i | i | 1 | i | -8 | -22 | i | 5 | 1.0 | i
O=C(Nc1ccccc1F)c1ccc(C(=O)c2ccccc2)cc1
 : i | -5.6* | i | 4 | i | 0 | -100 | i | -108 | 3.7 | i
O=C(NC(=S)Nc1ccc(CN2CCOCC2)cc1)c1ccc([N+](=O)[O-])cc1
 : i | i | i | 2 | i | -1 | -18 | i | -4 | -0.3 | i
Cc1ccc(C)c(N2CCN(c3ccc4cc(S(=O)(=O)N5CCCCC5)ccc4n3)CC2)c1
 : i | i | i | -7 | i | -3 | 4 | i | -21 | -0.4 | i
COc1cccc(N2CCN(C(=O)c3cc4ccc(OC)cc4[nH]3)CC2)c1
 : i | i | i | -5 | i | -3 | -7 | i | 2 | -4.5 | i

This is a random part of the collection; overall some 5.8% were active at least once.
